# ASAP1 inh: ASAP1 ArfGAP inhibition; ASAP1-stimulated ARF1 GTP hydrolysis, GDP FP detection; inhibition, % at 16.5 µM; AID 624377; hit rate 0.19% among 360,000; Q9ULH1; in the data active = inhibition above about 25%;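 also: 0% = vehicle with enzyme and substrate and 100% = no enzyme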
# ARFGAP1 inh: rat ARFGAP1 inhibition. AID 651572. Q62848. hit rate 0.26% among 360,000. Arfgap1-stimulated ARF1 GTP hydrolysis, GDP FP detection. inhibition, % at 16.5 µM;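 active = inhibition above a per-plate limit, mean inhibition of low control wells plus 3 SD, cut at about 25% in these data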;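 also: 0% = DMSO wells with enzyme and 100% = wells lacking Arfgap1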
#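 system = rat Arfgap1 catalytic domain, aa 1-136 | technique = FP, GDP Alexa 633 tracer displaced from anti-GDP antibody, 620/688 nm | compound = one concentration, 16.5 µM, DMSO 1.26% | medium = HEPES-based buffer, pH 7.5 | timing = compound-enzyme preincubation 20 min, reaction 120 min, detection 60 min, 25 °C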
# HGIII-sPLA2 inh: Blocks human group III sPLA2 activity; inhibition, % at 12.2 µM; AID 743126; hit rate 0.56% among 370,000; QFRET BODIPY PC-A2 liposome hydrolysis, fluorescence;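 active = inhibition above mean plus 3 SD of compounds lying within the high and low control bounds, cut at about 19% in these data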;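 also: 0% = median of test compound wells and 100% = no enzyme DMSO wells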
# Tn7 DDE FP: disrupts Tn7 cyclic peptide binding to fibrin D-Dimer-E complex; inhibition, % at 8.3 µM; hit rate 0.13% among 370,000; FP displacement of FITC-Tn7 peptide from fibrin DD(E); 0% = median of compound wells per plate; P02675; AID 720508;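 active = inhibition above the mean of compounds falling within the control limits plus 3 SD of them, cut at about 14% in these data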;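 also: 0% = plate median of compound wells and 100% = 10 µM Aha-Tn7 peptide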
#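 system = human fibrin DD(E) protein | quantity = DD(E) 2 µM final | medium = Tris/NaCl/CaCl2 buffer, pH 7.8 | also added = labelled Tn7 tracer, 0.1 µM | compound dosing = single point at 8.3 µM | timing = compound with protein 10 min, then 3 h after probe, room temperature | signal = FP measurement | benchmarks = Aha-Tn7 high control | repeats = one replicate per compound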
# proKLK7 act: activators of human kallikrein-7 zymogen; P49862; purified proKLK7, EDANS-DABCYL substrate fluorescence; 100% is mature enzyme control, 0% vehicle; activation, % at 7 µM; hit rate 0.9% among 370,000; AID 652039;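 active = activation above the mean of all tested compounds plus 3 SD, computed per campaign excluding outliers beyond control limits, cut at about 13% in these data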
# DDE Tn6 FP inh: DD(E)-Tn6 binding inhibition, primary FP screen; inhibition, % at 8.3 µM; hit rate 0.21% among 370,000; P02675; Fibrin DD(E) TRITC-Tn6 fluorescence polarization displacement;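 active = inhibition above a per-campaign cutoff: mean of compounds within control limits plus 3 SD, cut at about 15% in these data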;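 also: 0% = median of all compound wells on the plate and 100% = blocking peptide control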
# UHRF1 MBD2 ctr: UHRF1 methyl-DNA binding inhibition; hit rate 0.75% among 370,000; inhibition, % at 4.4 µM; UHRF1 binding to methylated oligo, TR-FRET; in the data active = inhibition above about 21%;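 also: UHRF1 SRA domain binding a hemimethylated CpG hairpin DNA probe; 0% = median of test compound wells and 100% = reference inhibitor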
# PLCg1 inh: PLC-gamma1 (human) inhibition, primary screen; purified PLC-gamma1, fluorogenic substrate, fluorescence; inhibition, % at 12.2 µM; hit rate 0.84% among 370,000; P19174; in the data active = inhibition above about 9.5%
# Target sequence (P19174 whole entry, looked up): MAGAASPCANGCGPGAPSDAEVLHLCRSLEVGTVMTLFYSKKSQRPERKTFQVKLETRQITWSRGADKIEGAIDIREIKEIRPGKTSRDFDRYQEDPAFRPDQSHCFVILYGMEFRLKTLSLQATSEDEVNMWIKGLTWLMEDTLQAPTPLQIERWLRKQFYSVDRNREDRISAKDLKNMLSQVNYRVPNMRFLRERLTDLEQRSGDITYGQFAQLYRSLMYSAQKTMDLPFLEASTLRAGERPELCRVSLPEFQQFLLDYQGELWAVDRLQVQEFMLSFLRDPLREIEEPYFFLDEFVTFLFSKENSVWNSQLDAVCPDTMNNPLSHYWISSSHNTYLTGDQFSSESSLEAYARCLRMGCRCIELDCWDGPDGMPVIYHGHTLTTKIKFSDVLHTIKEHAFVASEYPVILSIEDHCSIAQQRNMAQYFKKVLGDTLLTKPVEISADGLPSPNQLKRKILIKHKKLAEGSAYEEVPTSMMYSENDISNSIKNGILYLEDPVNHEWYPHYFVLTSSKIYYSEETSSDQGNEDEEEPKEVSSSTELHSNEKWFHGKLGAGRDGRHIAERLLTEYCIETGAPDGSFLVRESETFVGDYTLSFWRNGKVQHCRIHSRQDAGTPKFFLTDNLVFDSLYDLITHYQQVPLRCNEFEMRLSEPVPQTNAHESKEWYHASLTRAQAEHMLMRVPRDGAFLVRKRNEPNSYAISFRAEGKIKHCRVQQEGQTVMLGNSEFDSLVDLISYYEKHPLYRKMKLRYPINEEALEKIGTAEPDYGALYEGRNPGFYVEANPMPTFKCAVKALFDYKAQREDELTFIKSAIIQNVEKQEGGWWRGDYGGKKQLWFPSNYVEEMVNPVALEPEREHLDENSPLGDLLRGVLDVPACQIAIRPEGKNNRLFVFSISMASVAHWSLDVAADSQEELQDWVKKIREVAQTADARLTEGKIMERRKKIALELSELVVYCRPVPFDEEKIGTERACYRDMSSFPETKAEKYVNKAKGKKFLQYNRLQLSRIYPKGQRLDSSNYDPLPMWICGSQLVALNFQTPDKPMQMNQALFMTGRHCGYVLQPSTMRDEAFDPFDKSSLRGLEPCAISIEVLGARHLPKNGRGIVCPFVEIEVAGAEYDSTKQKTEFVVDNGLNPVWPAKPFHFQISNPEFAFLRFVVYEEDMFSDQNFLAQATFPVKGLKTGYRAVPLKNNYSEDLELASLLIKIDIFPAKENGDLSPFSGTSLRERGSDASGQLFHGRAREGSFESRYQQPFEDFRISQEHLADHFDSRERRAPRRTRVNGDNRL
# PLCb3 inh: PLC-beta3 (human) inhibition, primary screen; Q01970; Purified PLC-beta3, fluorogenic substrate, fluorescence; inhibition, % at 12.2 µM; hit rate 0.18% among 370,000; in the data active = inhibition above about 11%;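 also: 0% = median of compound wells on plate and 100% = full blocker control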
# NR1D1 modulator: modulates human Rev-erb alpha binding to DNA; Rev-erbα–FITC-DNA binding, fluorescence polarization, 90 min; activity, % at 10 µM; hit rate 0.79% among 370,000; AID 1259318;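 active = activity above about 14%, limit read from the data; passing the limit was not always enough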;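 also: 0% = DMSO wells with 35 nM protein and 100% = DMSO wells with 750 nM protein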
# * = called active by the depositor; . = no result given.
# The opening 5 compounds, ahead of the listing:
mol	ASAP1 inh	ARFGAP1 inh	HGIII-sPLA2 inh	Tn7 DDE FP	proKLK7 act	DDE Tn6 FP inh	UHRF1 MBD2 ctr	PLCg1 inh	PLCb3 inh	NR1D1 modulator
CC1(C)CC(=O)C(C=NCCN2CCN(C3CC(=O)N(c4ccc(Br)cc4)C3=O)CC2)=C(O)C1 (stereo not given)	10	-3	0	-1	0.0	4	1	4	1	-7
NNC(=O)c1cc2ccccc2cc1O	7	12	9	-1	-2.3	0	1	-76	-105	7
COc1ccc(S(=O)(=O)N2CCCC2C(=O)Nc2ccc(C(C)=O)cc2)cc1 (stereo not given)	7	1	1	5	-0.5	-2	2	2	6	8
CCNCc1cc(Br)c(OCC(=O)Nc2ccccc2)c(OC)c1	-10	-8	-8	7	0.3	7	-3	-1	1	0
CCN(CC)CC(=O)N1c2ccccc2Sc2ccccc21	-3	5	2	1	0.0	13	-1	1	-2	4

# The list itself, previewed entries included:
mol	ASAP1 inh	ARFGAP1 inh	HGIII-sPLA2 inh	Tn7 DDE FP	proKLK7 act	DDE Tn6 FP inh	UHRF1 MBD2 ctr	PLCg1 inh	PLCb3 inh	NR1D1 modulator
CC1(C)CC(=O)C(C=NCCN2CCN(C3CC(=O)N(c4ccc(Br)cc4)C3=O)CC2)=C(O)C1 (stereo not given)	10	-3	0	-1	0.0	4	1	4	1	-7
NNC(=O)c1cc2ccccc2cc1O	7	12	9	-1	-2.3	0	1	-76	-105	7
COc1ccc(S(=O)(=O)N2CCCC2C(=O)Nc2ccc(C(C)=O)cc2)cc1 (stereo not given)	7	1	1	5	-0.5	-2	2	2	6	8
CCNCc1cc(Br)c(OCC(=O)Nc2ccccc2)c(OC)c1	-10	-8	-8	7	0.3	7	-3	-1	1	0
CCN(CC)CC(=O)N1c2ccccc2Sc2ccccc21	-3	5	2	1	0.0	13	-1	1	-2	4
COc1ccc(NS(=O)(=O)c2cc(NC(=O)C3CCCO3)ccc2N2CCCC2)cc1 (stereo not given)	10	10	-1	-8	-0.6	1	1	-1	0	-2
COCCn1c(SCC(=O)NC2(C#N)CCCCC2)nc2ccccc2c1=O	5	-9	-7	2	0.0	0	2	3	-1	12
CCN(CC)c1ccc(C2=NNC(=O)CC2C)cc1[N+](=O)[O-] (stereo not given)	-10	3	1	2	0.2	-3	-10	4	2	-6
COc1ccc(-c2cnnn2-c2ccc(NC(=O)c3ccc(S(=O)(=O)N4CCCCC4)cc3)cc2)cc1	3	5	-17	-8	-2.4	1	6	-156	-12	2
O=C1c2ccccc2/C(=C\C#Cc2ccccn2)N1c1ccccc1	2	-3	10	-1	-0.8	-14	10	-28	-47	-2
CCOC(=O)c1[nH]c2ccc(Cl)cc2c1-c1ccccc1	-3	4	-4	-1	-0.6	-1	-1	-5	-7	.
O=C1CCCC(O)=C1N=Nc1ccc(C(=O)O)cc1	6	-9	2	-2	-0.1	-7	54*	13*	2	-11
CCOC(=O)C1CCN(C(=O)CSC2=NCCS2)CC1	2	2	4	1	0.2	-9	2	-3	-2	7
COc1ccc(CN2CCNC(=O)C2CC(=O)NCc2cnn(C)c2)cc1OC (stereo not given)	2	2	2	2	0.7	-2	-2	-2	0	-4
CC(CC(=O)NCC1CCCO1)c1ccccc1 (stereo not given)	-4	-7	0	-6	-0.1	-3	-4	1	2	-1

mol	ASAP1 inh	ARFGAP1 inh	HGIII-sPLA2 inh	Tn7 DDE FP	proKLK7 act	DDE Tn6 FP inh	UHRF1 MBD2 ctr	PLCg1 inh	PLCb3 inh	NR1D1 modulator
CC1Sc2ccc(S(=O)(=O)CCC(=O)Nc3ccccc3Cl)cc2NC1=O (stereo not given)	-17	-8	-15	1	0.1	-4	6	2	2	1
Nc1nc(COC(=O)CCC(=O)c2ccc(Cl)cc2)nc(Nc2ccccc2)n1	1	4	-5	-1	0.4	7	0	-1	-12	5
O=C(Nc1nnc(-c2ccc(Cl)s2)o1)C1CCCCC1	0	4	1	0	0.2	12	-1	2	5	0
CC(C)Cn1c(SCC(=O)N2CCCCC2)nc2ccccc2c1=O	0	0	6	-11	-0.2	-10	2	9	4	0
Cc1ccc(S(=O)(=O)N2CCN(C(=O)c3ccccc3)CC2)c(C)c1NS(C)(=O)=O	-1	-4	-2	-6	0.2	2	2	1	-2	4
Cc1ccccc1OCC(=O)NNC(=O)C1CC(=O)N(c2ccc3c(c2)OCCO3)C1 (stereo not given)	-2	5	-8	0	0.4	-1	-2	3	-6	-3
CC1CCN(S(=O)(=O)c2cn(CC(=O)Nc3ccc(C#N)cc3)cn2)CC1	-6	-3	-9	6	0.1	12	-3	1	-2	0
Cc1cccc(Nc2nc(-c3ccc(O)cc3O)cs2)n1	18	16	-12	-5	1.2	-5	0	-11	-18	3
Cc1ccc(S(=O)(=O)N2CCOC2CNC(=O)C(=O)NCc2ccccn2)cc1 (stereo not given)	-5	-5	-2	-7	-0.1	-1	-1	3	-2	-2
COC(=O)c1cn(Cc2cccc(C)c2)nn1	-3	14	12	-2	0.2	3	3	0	0	9
N#CC(=C=[N-])C1=C(C#N)C(c2ccccc2F)C([n+]2ccccc2)C(O)(C2CC2)N1 (stereo not given)	-1	11	-2	4	0.6	5	-4	-127	-168	-3
COCCCN1C(=O)C(CC(=O)NCCCN(C)C)CC(C(=O)N(C(C)C)C(C)C)=C1C (stereo not given)	8	7	4	-3	-0.6	7	0	0	2	-5
O=C(NCCOc1nc(N2CCCCC2)nc(N2CCOCC2)n1)Nc1ccccc1	5	0	3	-1	0.7	-2	3	2	-5	-3
COc1ccc(-c2nc3ccc([N+](=O)[O-])cc3[nH]2)cc1	3	12	6	5	-0.1	1	8	-2	-9	-2
CCOC(=O)N1CCN(S(=O)(=O)c2ccc(C(=O)Nc3nc4ccccc4s3)cc2)CC1	4	-3	3	1	0.1	-3	6	-2	-3	34*

mol	ASAP1 inh	ARFGAP1 inh	HGIII-sPLA2 inh	Tn7 DDE FP	proKLK7 act	DDE Tn6 FP inh	UHRF1 MBD2 ctr	PLCg1 inh	PLCb3 inh	NR1D1 modulator
CCCCn1c(-c2cccc3ccccc23)nc2cc3[nH]c(=O)c(C(C)C)nc3cc21	2	-3	-9	4	-21	1	-4	-197	-218	3
CC(=O)c1ccc(Oc2cc(C)nc(NCc3ccccc3)n2)cc1	0	9	-5	-5	0.4	-16	5	0	0	6
Cc1ccccc1NC(=O)NCc1ccccn1	2	-6	4	7	0.3	-4	1	-2	-3	-2
N#Cc1cc(C(=O)c2ccccc2OCC(=O)Nc2ccccc2)cn(C2CCCCC2)c1=O	-5	-12	0	-1	-0.4	-3	2	0	1	4
Cc1csc(N2CCc3ccccc32)n1	5	-8	2	-1	0.2	7	-3	1	2	-1
CS(=O)(=O)c1cccc(C(=O)NCc2ccccc2)c1	-3	1	5	-2	0.1	12	2	3	4	2
O=C(Nc1ccccc1Cl)OC1CCCCC1	-3	-6	-4	-4	-0.4	0	0	-1	-3	2
C=C1C(=O)OC2C1CCC(C)=C1C(=O)C3OC3(C)C12 (stereo not given)	18	9	1	1	-0.1	5	-3	0	2	4
CCOC(=O)c1ccc(NC(=S)NCCCN2CCCCC2)cc1	3	-8	-2	2	0.0	3	8	0	3	2
CCN(CC)S(=O)(=O)c1ccc(C(=O)N2CCN(C(=O)c3ccco3)CC2)cc1	9	6	8	1	-0.2	-9	-2	2	-3	-7
Cc1ccc(OCC(=O)Nc2ccc(S(=O)(=O)N3CCOCC3)cc2)c(Br)c1	3	6	-17	-2	-0.7	-5	4	7	-8	1
Cc1nc(NCc2ccco2)c(C#N)c2c1COC(C)(C)C2	8	14	4	-2	0.9	3	0	-12	-25	-5
Cc1ccc(CNC(=O)c2nnn(CC(=O)Nc3cc(C)cc(C)c3)c2N)cc1	8	12	1	-7	0.5	-1	1	0	-4	24*
Cc1ccc(CN(C(=O)c2c(F)cccc2F)C2CC(C)(C)NC(C)(C)C2)o1	6	0	3	2	0.3	6	1	-1	1	2
Cc1cccc(NC(=O)c2cc3c(=O)n4ccccc4nc3s2)c1	0	-1	5	2	1.4	-2	-2	-92	-121	-1

mol	ASAP1 inh	ARFGAP1 inh	HGIII-sPLA2 inh	Tn7 DDE FP	proKLK7 act	DDE Tn6 FP inh	UHRF1 MBD2 ctr	PLCg1 inh	PLCb3 inh	NR1D1 modulator
CCOc1ccc(OCCn2c(SCC(=O)O)nc3ccccc32)cc1	-18	11	6	2	0.3	0	4	-1	-2	7
COc1ccc(-c2nnc3ccc(SCC(=O)NCc4ccco4)nn23)cc1OC	1	-8	0	-10	0.3	0	-1	-5	-2	-3
N#C/C(=C/c1ccc(O)c(O)c1)C(=O)NCc1ccc(Cl)cc1	-3	-7	-9	0	1.0	4	0	-12	-27	1
FC(F)C(F)(F)c1cc(-c2ccccc2)n[nH]1	-14	0	-9	-5	0.4	0	-3	0	-6	7
COc1cccc(NC(=O)c2cc(S(=O)(=O)N3CCc4ccccc43)cn2C)c1	3	-1	-3	1	1.2	0	-1	2	6	-3
CN1C=CC(=CC=C2C=CC(=O)C=C2)C=C1	-11	-14	-8	-5	50*	-3	-9	-359	-470	2
NS(=O)(=O)c1ccc(CCNC(=O)c2cccnc2)cc1	4	0	-5	7	-0.2	4	-1	2	-1	-1
CCn1nc(C)cc1C(=O)Sc1cccc(Cl)c1	6	4	14	-3	0.2	3	5	1	4	-2
COc1cc(C(=O)NCC(=O)N/N=C/c2c(C)[nH]c3ccccc23)cc(OC)c1OC	9	-10	-6	-5	-0.1	5	0	-3	-8	-3
CC(=O)Nc1ccc(S(=O)(=O)NCCSCc2ccc(Cl)cc2Cl)cc1	20	8	-50	-4	-0.4	0	1	3	3	-2
Cc1cc(C)c(C)c(S(=O)(=O)N2CCC(C(=O)NCCCN3CCOCC3)CC2)c1C	-6	-1	5	-2	-0.8	2	0	3	-6	5
O=C(CCn1ccnc1)Nc1ccc2ccccc2c1	1	-11	-5	2	0.5	-2	-3	0	-5	-2
CCc1c(O)nc(SCC(=O)Nc2nc3ccccc3s2)n(-c2ccccc2)c1=O	-5	5	-5	5	0.4	-4	-1	-45	-75	0
COc1ccc(CN2CCNC(=O)C2CC(=O)NC2CCCCCCC2)cc1OC (stereo not given)	3	-9	-1	2	0.3	-6	2	0	1	0
N=C1/C(=C\c2ccc(OC(=O)c3ccccc3)cc2)C(=O)N=C2SC(N3CCOCC3)=NN12	0	6	4	1	-4.6	1	3	-34	-38	8

mol	ASAP1 inh	ARFGAP1 inh	HGIII-sPLA2 inh	Tn7 DDE FP	proKLK7 act	DDE Tn6 FP inh	UHRF1 MBD2 ctr	PLCg1 inh	PLCb3 inh	NR1D1 modulator
Cc1cc(C)cc(N2CC(C(=O)OCC(=O)Nc3cc(C)on3)CC2=O)c1 (stereo not given)	0	-6	-1	4	-0.8	-1	-1	-1	-3	2
COC(=O)c1sccc1NC(=O)Cn1cnc2c1c(=O)n(C)c(=O)n2C	-11	8	4	-4	-0.3	-2	-2	2	-1	-4
CC1Cc2ccccc2N1C(=O)CCS(=O)(=O)c1cccs1 (stereo not given)	7	-13	0	8	0.1	7	-2	1	-3	-2
COCCc1ncc(CN2CCC(C(=O)Nc3cccc(-c4cscn4)c3)CC2)cn1	-6	-2	9	3	-0.1	5	-2	-2	0	2

# Screens: PubChem BioAssay, several laboratories
